Yp Topo-I inh: inhibitors of Yersinia pestis topoisomerase I; Y. pestis Topo-I cleavage product accumulation, plate reader; activity, % at 10 µM; actives 0.064% (n = 360,000); in the data active means activity above about 50%, passing the limit was not always enough; inconclusive means no clear call, values can overlap the other calls; further: inactives centre near 2
TcdB inh: inhibitors of Clostridioides difficile toxin B glycohydrolase | inhibition, % at 9.99 µM | P18177 | TcdB glycohydrolase enzymatic assay, plate reader | actives 0.24% (n = 350,000) | AID 652162; in the data active means inhibition above about 10%
3CLpro inhibitor: SARS-CoV 3CLpro protease inhibition | recombinant SARS-CoV 3CLpro, quenched FRET peptide cleavage | inhibition, % at 6 µM | actives 0.14% (n = 290,000) | AID 1706; in the data active means inhibition above about 12%
Rv3671c inh: inhibitors of M. tuberculosis serine protease Rv3671c | actives 0.048% (n = 320,000) | AID 2606 | inhibition, % at 5.96 µM; in the data active means inhibition above about 38%;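 further: extracellular domain of Rv3671c used as enzyme; 0% = enzyme with DMSO and 100% = no enzyme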
Vc quorum ag: induces V. cholerae light production without autoinducers; V. cholerae BH1578 lux reporter, luminescence, 6 h; activation, % at 18.7 µM; AID 588436; actives 0.16% (n = 350,000); in the data active means activation mostly above about 9.7%, no sharp cut-off; inconclusive means no clear call, values can overlap the other calls; inactive means mostly below about 3.7%; further: not every result past the cut was called active; inactives centre near 0; reference of the scale not given here
Anthrax LF inh2: blocks Bacillus anthracis lethal factor protease | multiplex microsphere protease cleavage assay, LF | inhibition, % at 10 µM | actives 0.12% (n = 360,000) | P15917 | AID 588501; in the data active means inhibition above about 30%; inconclusive means no clear call, values can overlap the other calls; further: plate controls were buffer without enzyme for full effect and enzyme alone for no effect
Target sequence (P15917 whole entry, looked up): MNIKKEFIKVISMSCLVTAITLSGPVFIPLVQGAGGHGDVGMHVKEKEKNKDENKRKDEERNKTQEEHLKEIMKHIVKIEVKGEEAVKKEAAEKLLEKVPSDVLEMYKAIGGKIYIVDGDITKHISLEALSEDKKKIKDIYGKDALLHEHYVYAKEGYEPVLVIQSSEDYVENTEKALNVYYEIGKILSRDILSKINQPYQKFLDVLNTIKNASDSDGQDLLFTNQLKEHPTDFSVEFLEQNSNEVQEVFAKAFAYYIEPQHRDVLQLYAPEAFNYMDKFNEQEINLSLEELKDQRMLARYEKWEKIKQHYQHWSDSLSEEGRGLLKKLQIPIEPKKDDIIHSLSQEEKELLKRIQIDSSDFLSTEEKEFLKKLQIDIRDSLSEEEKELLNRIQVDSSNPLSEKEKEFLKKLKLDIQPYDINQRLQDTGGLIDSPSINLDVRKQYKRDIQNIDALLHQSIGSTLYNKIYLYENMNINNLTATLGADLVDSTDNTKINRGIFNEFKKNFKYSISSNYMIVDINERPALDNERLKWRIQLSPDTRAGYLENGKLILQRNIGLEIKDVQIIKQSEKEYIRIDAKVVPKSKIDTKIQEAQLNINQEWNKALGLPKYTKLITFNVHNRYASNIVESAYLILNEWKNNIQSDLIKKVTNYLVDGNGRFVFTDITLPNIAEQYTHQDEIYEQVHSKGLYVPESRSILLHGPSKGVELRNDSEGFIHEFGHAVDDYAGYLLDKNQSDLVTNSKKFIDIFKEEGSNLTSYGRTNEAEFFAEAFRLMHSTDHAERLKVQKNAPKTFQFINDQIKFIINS
PfHsp40 rescue: rescue of PfHsp40-mediated yeast toxicity. S. cerevisiae expressing PfHsp40, growth rescue, ATP luminescence. growth rescue, % at 12.5 µM. actives 0.68% (n = 340,000). AID 504582; in the data active means growth rescue above about 28%, passing the limit was not always enough; inconclusive means no clear call, values can overlap the other calls;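 further: yeast W303a lacking pdr1 and pdr3 grown in galactose medium; growth measured after three days at 30 °C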
MazF activator: activators of E. coli MazEF toxin-antitoxin RNase; FAM/BHQ RNA-DNA oligo cleavage fluorescence, 5 h; activation, % at 20 µM; actives 0.32% (n = 350,000); AID 504720; in the data active means activation above about 50%
Target sequence (P0AE70 whole entry, looked up): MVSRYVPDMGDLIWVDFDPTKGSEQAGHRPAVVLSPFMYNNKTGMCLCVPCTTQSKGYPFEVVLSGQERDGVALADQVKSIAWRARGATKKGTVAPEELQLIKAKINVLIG
SSB-PriA inh: inhibitors of Klebsiella pneumoniae PriA binding to SSB C-terminal tail; AlphaScreen SSBct-PriA binding, biotinylated peptide; inhibition, % at 33 µM; actives 0.6% (n = 430,000); in the data active means inhibition mostly above about 37%, no sharp cut-off; inactive means mostly below about 20%;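 further: plate controls were negative control peptide for no effect and reference peptide for full effect; strong numbers were not always called active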
DUSP3 inh: inhibitors of human VHR1 phosphatase (DUSP3). AID 1654. inhibition, % at 13.3 µM. recombinant VHR phosphatase, pNPP absorbance. actives 0.52% (n = 290,000). P51452; in the data active means inhibition above about 50%; further: some compounds called inactive have numbers as strong as hits
Active calls of the source: *; i = inactive; ? = inconclusive; / = no result given; & = joins results of further samples.

Molecule,Yp Topo-I inh,TcdB inh,3CLpro inhibitor,Rv3671c inh,Vc quorum ag,Anthrax LF inh2,PfHsp40 rescue,MazF activator,SSB-PriA inh,DUSP3 inh
CCOC(=O)c1ccc(NC(=O)NNS(=O)(=O)c2cc(OC)ccc2OC)cc1,3,-0.4,-4,-10,1.0,-1,-0.5,0,-3,40
O=c1cc(CN2CCN(S(=O)(=O)c3ccccc3)CC2)nc2sccn12,6,0.7,3,-3,1.8,1,-0.8,3,1,12
COC(=O)c1c(NC(=O)CC2SC(N)=NC2=O)sc(C)c1C (stereo not drawn),-2,-2.7,2,0,-0.6,1,0.9,0,/,31
CCOc1ccc(-c2n[nH]c(C)c2-c2ccccc2OC)c(O)c1,3,/,4,2,/,-1,0.4,1,12,-21
Cc1ccc(C)c(S(=O)(=O)N2CCN(C(=O)c3cc(S(=O)(=O)NCc4ccccc4)ccc3C)CC2)c1,31,0.8,2,-21,0.0,-3,1.6,-5,-18,10
Cc1ccc(C(=O)Nc2ccc(S(=O)(=O)NC3=NCCCCC3)cc2)cc1S(=O)(=O)N1CCOCC1,21,0.0,/,4,i,-2,0.6,1,2,/
Cc1noc2ncnc(N3CCCC3)c12,-1,-0.4,-1,-4,-0.9,0,0.2,13,-2,22
CCOc1ccccc1Nc1nc(N)nc(Cl)c1CC,4,1.1,/,/,i,-4,-1.0,3,4,/
O=C(Nc1ccc2c(c1)OCO2)c1ccccn1,0,-3.1,/,9,-0.3,-27,-2.6,-2,10,/
COc1ccc(C(=O)N2CCOCC2)cc1S(=O)(=O)N1CCC(C)CC1,-2,/,0,5,i,-4,0.9,3,3,-5
CC1(C)Cc2ccccc2C(NNC(=O)c2ccccn2)=N1,1,/,-2,11,5.6,2,1.0,11,27,26
CCC(=O)c1ccc(OCC(=O)Nc2ccccc2N2CCOCC2)cc1,5,0.0,/,-6,-5.7,-2,1.4,4,5,/
CCCCCCCCCCOC(=O)CCN1CC1,5,/,/,/,-0.8,1,0.6,-11,-8,/
Cc1ccc(NC(=O)NC2OC(=O)c3ccccc32)cc1 (stereo not drawn),7,0.7,/,/,/,-4,0.4,4,-17,/
COc1ccc(-n2cnc3c(sc4nc(N5CCOCC5)c5c(c43)CCCC5)c2=O)cc1,?,-0.7,2,-4,-1.3,-2,0.1,-21,-14,24
NS(=O)(=O)c1ccc(CNC(=O)c2scc3c2CCCC3)cc1,2,-0.3,2,7,i,-1,1.3,-4,-15,12
COc1ccc(CSCCNC(=S)Nc2ccccc2)cc1Cl,16,-0.6,1,-19,-0.5,-5,45*,3,-14,6
CC(=NNC(=O)Cn1ccc(C(F)(F)F)n1)c1ccc(-n2ccnc2)cc1,1,0.1,/,1,-3.8,-6,-0.9,5,-15,/
O=C1CCCC2=C1C(c1ccc(Cl)cc1)C1C(=O)c3ccccc3C1=N2 (stereo not drawn),-22,/,7,40*,-10,-5,1.6,12,48,27
Cc1cc(C(=O)CSc2nnc(N)s2)c(C)n1Cc1cccs1,-3,/,2,-1,-0.3,-1,-0.3,5,15,4
CCCCOC(=O)c1ccc(NC(C)=O)cc1,3,/,1,-4,i,0,-1.3,1,-7,22
Cn1nccc1C(=O)OCC(=O)Nc1nc(-c2ccccc2)cs1,-1,/,2,-5,-1.8,0,-0.4,-2,1,-21
COc1cc(NC(=O)c2ccccc2F)ccc1NC(=O)c1ccccc1Cl,7,2.0,3,-8,-0.2,0,0.5,12,-1,10
Cc1ccccc1-c1ccc(/C=C2/SC(N3CCOCC3)=NC2=O)o1,14,-0.2,2,-3,i,-10,0.1,151*,-5,-2
COc1cc2sc3ccc(C#Cc4ccccn4)cc3c(=O)c2cc1OC,3,0.1,/,-22,5.9,-7,-0.9,-76,7,/
CCCn1c(=O)c(C(=O)Nc2c(C)n(C)n(-c3ccccc3)c2=O)c(O)c2ccccc21,9,/,/,-4,-3.8,10,-0.3,-12,2,8
O=C(c1ccncc1)N1CCN(C2CCCCC2)CC1,2,0.2,-1,-4,0.1,0,-0.2,4,-9,12
Cn1c(NC(=O)C[n+]2cc(-c3ccccc3)n3c2CCC3)cc(=O)n(C)c1=O,1,/,-2,6,i,0,-1.1,-1,-12,19
COc1cc(CNCc2ccncc2)cc(OC)c1OC,3,-3.7,3,5,i,-9,-0.9,9,3,8
CCOC(=O)c1[nH]c2ccc(OCC)cc2c1NC(=O)CN1CCCC(C)C1 (stereo not drawn),11,/,3,0,-0.6,-4,0.5,2,-12,-29
O=C1[C@H]2[C@@H](c3ccccc3)N[C@]3(CCCN(Cc4ccc(Cl)cc4)C3=O)[C@H]2C(=O)N1Cc1ccccc1,9,0.0,/,/,-0.4,-2,/,-6,/,/
COc1ccc(-c2nnn(CC(=O)N(Cc3ccccc3Cl)C(C(=O)NCC3CCCO3)c3ccco3)n2)cc1OC (stereo not drawn),3,/,2,-23,-0.6,?,2.0,2,7,-20
COc1ccc(Cc2nc(-c3ccc(NC(=O)c4cccnc4)cc3)no2)cc1,3,/,2,-6,-0.4,2,-0.2,0,-8,-5
O=C(Nc1ccc2oc(=O)ccc2c1)c1cccnc1Cl,5,/,-2,-5,-0.1,-3,-0.4,-4,-17,20
CC(C)(C)c1csc(NC(=O)c2cccs2)n1,-4,/,3,10,4.8,-1,3.7,-2,4,15
CCOC(=O)/C=C1\CC(=O)Nc2nonc2N1,-6,/,-1,6,i,1,1.0,9,/,-9
O=C1C2CC=CCC2C(=O)N1c1n[nH]c(Cc2ccccc2)n1 (stereo not drawn),1,0.8,3,0,0.0,-7,-2.1,1,-16,-8
Cn1cccc1C(C#N)c1ncc(C(F)(F)F)cc1Cl (stereo not drawn),8,2.4,3,0,-0.2,-2,0.2,4,3,9
O=C(Nc1ccc(N2CCOCC2)nc1N1CCOCC1)c1cccc(C(F)(F)F)c1,-6,-7.0,7,3,-0.4,-1,2.1,-7,-1,0
COc1cccc(CC(=O)OCC(=O)NC2CCCC2)c1,-10,-0.5,/,-8,-1.6,/,-0.4,2,-24,/
CN(CC(=O)Nc1ccc(F)c(F)c1F)C(=O)c1ccc(-n2cncn2)c([N+](=O)[O-])c1,2,-0.4,/,1,i,/,0.0,0,-9,/
Cc1cc(=O)n2[nH]c(N)c(N=Nc3ccccc3F)c2n1,-2,1.1,-3,-1,-0.3,0,2.5,3,1,-5
Cc1ccc2nc(CCl)[n+]([O-])c(-c3ccccc3)c2c1,6,1.5,2,2,-0.3,-14,4.2,8,9,19
Cc1nnc(SCC(=O)NC2(C#N)CCCCC2)n1N,0,0.4,/,/,i,-4,/,-1,/,/
CC1Cc2ccccc2N1C(=O)CCn1c(=O)sc2ccccc21 (stereo not drawn),8,3.5,/,4,-0.1,-5,0.2,4,-3&-13,18
CC1CCCN(C(=O)CCNS(=O)(=O)c2ccc3c(c2)oc(=O)n3C)C1 (stereo not drawn),-7,0.4,-2,-3,i,3,-1.5,7,-14,-27
O=C(NCCCN1CCN(c2ccccc2F)CC1)C1CCCN(S(=O)(=O)c2cnc[nH]2)C1 (stereo not drawn),-2,2.2,4,-8,-0.2,3,-1.0,3,3,5
c1ccc(-c2cc(-c3ccccc3)on2)cc1,-2,-0.1,0,4,i,-1,0.5,-4,-3,27

Complete entries, quoted from the list.
Listed for O=C(Nc1ccc(N2CCOCC2)nc1N1CCOCC1)c1cccc(C(F)(F)F)c1 : Yp Topo-I inh = -6; TcdB inh = -7.0; 3CLpro inhibitor = 7; Rv3671c inh = 3; Vc quorum ag = -0.4; Anthrax LF inh2 = -1; PfHsp40 rescue = 2.1; MazF activator = -7; SSB-PriA inh = -1; DUSP3 inh = 0
Listed for Cc1nnc(SCC(=O)NC2(C#N)CCCCC2)n1N : Yp Topo-I inh = 0; TcdB inh = 0.4; 3CLpro inhibitor = /; Rv3671c inh = /; Vc quorum ag = i; Anthrax LF inh2 = -4; PfHsp40 rescue = /; MazF activator = -1; SSB-PriA inh = /; DUSP3 inh = /

Later entries
Molecule,Yp Topo-I inh,TcdB inh,3CLpro inhibitor,Rv3671c inh,Vc quorum ag,Anthrax LF inh2,PfHsp40 rescue,MazF activator,SSB-PriA inh,DUSP3 inh
CN(C)C(=O)CSc1nc2ccccc2n1Cc1ccccc1,1,/,2,2,-0.3,1,0.3,5,-15,10
COC(=O)c1ccc(Cn2nnc3c(=O)[nH]c(C4CCCN(S(=O)(=O)c5cccc(Cl)c5)C4)nc32)cc1 (stereo not drawn),-1,1.6,12,-9,-0.4,0,0.6,1,2,24
CC(C)CC(=O)N1CCN(S(=O)(=O)c2ccc(Cl)cc2)CC1,8,-0.5,-2,0,i,-7,-0.3,6,-7,16
CCOC(=O)C(NC(=O)c1ccccc1)=C(C)C,-5,0.3,-7,0,i,-2,-1.1,4,-1,2
CCN(CC)C(=O)CN1C(=O)NC2(CCc3ccccc3C2)C1=O (stereo not drawn),-1,0.7,2,5,/,-1,2.2,4,-14,28
CCCn1c2ccc(C)cc2c2nnc(SCCN3CCOCC3)nc21,12,1.4,3,-2,i,-2,-0.4,3,1,-35
COc1ccc(CN2CCC(=O)N([C@H](CO)Cc3ccccc3)CC2)cc1,-1,1.7,1,0,2.8,-3,0.4,-1,-19,20
CCCCOc1ccc(C(=O)OCC(=O)Nc2cc(C)on2)cc1,-2,0.7,-2,4,i,-1,-0.3,2,-6,11
O=C(CSc1nnc(-c2ccc(Cl)s2)o1)N1CCc2ccccc21,/,/,3,-2,/,/,/,/,-5,25
CN(C)c1cc[n+](CC(=O)c2ccc(-c3ccccc3)cc2)cc1,3,1.2,0,1,i,1,-0.2,13,-7,16
O=C(O)c1ccccc1NN=Cc1ccccc1,1,-2.7,/,/,-0.1,1,0.5,1,4,/
CCN(c1ccccc1)S(=O)(=O)c1cccc(C(=O)NCc2ccccc2CN2CCOCC2)c1,10,0.5,/,0,-0.7,6,0.3,3,2,/
CC(C)CC(=O)c1c[nH]c(C(=O)O)c1,-9,0.4,0,2,-0.1,-4,/,9,-8,2
CCCC(=O)Nc1nnc(-c2ccccc2)o1,-6,-0.4,-1,-3,-0.2,-6,0.4,-8,-6,16
CCc1cc(C(=O)OC)c(NC(=O)c2ccoc2C)s1,15,0.4,-4,-7,-1.0,5,0.1,2,-20,2
O=c1[nH]c(CN2CCN(c3ccc(O)cc3)CC2)nc2scc(-c3ccc(Cl)cc3)c12,11,1.2,6,1,0.5,1,0.1,-2,11,47
NNC(=O)c1ccc(COc2ccc3ccccc3c2)cc1,12,2.5,1,-52,3.7,-1,3.8,-7,-4,-4
O=[N+]([O-])c1ccc2ncnc(N3CCN(Cc4ccc5c(c4)OCO5)CC3)c2c1,15,1.8,3,4,i,-7,1.0,5,28,4
CN1CCN(c2c(F)cc3c(=O)c(C(=O)O)cn4c3c2OCN4C)CC1,1,0.7,0,3,-0.6,-2,0.0,-5,8,1
COc1ccc(S(=O)(=O)N2CCCC(C(F)(F)F)C2)cc1 (stereo not drawn),4,0.8,-1,1,-0.2,-2,1.1,6,-22,11
O=C(c1cnccn1)N(Cc1cccs1)C1(C(=O)NC2CCCC2)CCCCC1,-3,/,-4,2,-0.4,-4,-1.1,7,-9,21
CCOc1ccc(-n2c(SCC(=O)Nc3ccc4c(c3)OCCO4)nc3c(c2=O)SCC3)cc1,23,/,3,-10,1.5,0,-0.2,6,-4,35
COc1ccc(C(=O)Nc2ccc(N3CCOCC3)cc2)cc1S(=O)(=O)N1CCCC1,-1,-3.1,/,/,i,1,-1.3,4,3,/
CCCC(=O)OCC1CN(Cc2ccco2)S(=O)(=O)c2c(F)cccc2O1 (stereo not drawn),12,1.1,/,/,-1.3,-1,-0.3,11,-2,/
O=C(NNS(=O)(=O)c1ccc(Cl)cc1)c1sccc1-n1cccc1,-5,/,4,2,1.6,-4,-0.7,-6,17,14
COc1ccc(OCC(=O)Nc2ccc3c(c2)nc(CCN2CCCC2)n3C)cc1,6,1.6,-5,-2,i,0,-1.0,8,13,15

Assay outcomes from PubChem BioAssay.

These rows are one share of the data; the hit share may differ from the screen's.
